# TEAD-YAP inh – TEAD-YAP interaction inhibition. HEK-TIYL cells, TEAD-Gal4/YAP UAS-luciferase luminescence. inhibition, % at 9.12 µM. actives 1.4% (n = 640,000); in the data active = inhibition above about 32%;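 also: 0% = median of test compound wells and 100% = reference inhibitor wells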
# GPR151 activ – human GPR151 activation. PathHunter beta-arrestin GPR151 cells, luminescence. Q8TDV0. activation, % at 11.2 µM. actives 1% (n = 650,000); in the data active = activation above about 4.9%;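 also: 0% = median of compound wells and 100% = cells with positive control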
# Target sequence (Q8TDV0 whole entry, looked up): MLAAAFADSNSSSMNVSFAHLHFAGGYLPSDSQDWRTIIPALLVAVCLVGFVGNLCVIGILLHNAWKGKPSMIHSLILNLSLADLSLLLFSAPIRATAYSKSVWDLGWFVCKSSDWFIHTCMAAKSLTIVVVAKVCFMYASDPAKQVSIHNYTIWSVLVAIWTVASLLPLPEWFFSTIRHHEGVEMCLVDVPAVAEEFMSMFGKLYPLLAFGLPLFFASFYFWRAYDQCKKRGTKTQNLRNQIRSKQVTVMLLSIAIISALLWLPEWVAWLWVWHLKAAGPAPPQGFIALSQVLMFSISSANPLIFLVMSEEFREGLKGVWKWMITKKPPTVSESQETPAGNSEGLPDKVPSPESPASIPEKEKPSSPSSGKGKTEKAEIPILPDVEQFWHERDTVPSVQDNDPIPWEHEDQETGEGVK
# MITF primary – human MITF inhibition, primary screen; AlphaScreen MITF homodimerization, bead proximity signal; inhibition, % at 2.6 µM; actives 0.91% (n = 650,000); AID 1259374; in the data active = inhibition above about 50%;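 also: 0% = vehicle wells with protein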
# FBW7 act – human FBW7 E3 ligase activation, primary screen | actives 0.13% (n = 650,000) | Q969H0 | AlphaScreen FBW7–phospho-cyclin E peptide binding, activator screen | normalized activity (activation), % at 26.1 µM; in the data active = normalized activity above about 1.9%;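 also: purified mutant Fbw7 with reduced substrate affinity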
# Target sequence (Q969H0 whole entry, looked up): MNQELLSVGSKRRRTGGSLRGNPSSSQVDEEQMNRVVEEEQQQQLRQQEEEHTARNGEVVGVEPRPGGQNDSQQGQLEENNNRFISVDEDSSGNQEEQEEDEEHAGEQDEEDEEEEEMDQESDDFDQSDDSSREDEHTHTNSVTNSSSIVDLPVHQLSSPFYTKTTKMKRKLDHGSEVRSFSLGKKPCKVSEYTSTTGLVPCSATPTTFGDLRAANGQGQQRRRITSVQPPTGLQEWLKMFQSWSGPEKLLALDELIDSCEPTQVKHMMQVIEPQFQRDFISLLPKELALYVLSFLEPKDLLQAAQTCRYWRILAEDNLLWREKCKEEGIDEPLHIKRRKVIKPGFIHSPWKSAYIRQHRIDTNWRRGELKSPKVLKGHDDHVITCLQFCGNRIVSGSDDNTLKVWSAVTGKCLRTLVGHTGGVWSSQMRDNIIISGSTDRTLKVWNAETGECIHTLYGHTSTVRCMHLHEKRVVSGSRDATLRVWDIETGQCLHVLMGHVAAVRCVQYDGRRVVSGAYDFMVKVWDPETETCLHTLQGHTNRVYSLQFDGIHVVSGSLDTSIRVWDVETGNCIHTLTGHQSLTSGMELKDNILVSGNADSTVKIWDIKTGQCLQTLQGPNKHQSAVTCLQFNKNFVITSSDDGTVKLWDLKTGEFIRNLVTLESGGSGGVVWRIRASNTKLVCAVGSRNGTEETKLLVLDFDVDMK
# * marks the source's active call; other numbers are inactive results.
SMILES,TEAD-YAP inh,GPR151 activ,MITF primary,FBW7 act
CCc1ccc(S(=O)(=O)N2CCN(S(=O)(=O)c3ccc(CC)cc3)CC2)cc1,11,0.0,4,-0.2
COC(=O)c1ccc(NC(=O)c2cc3c(CO)cnc(C)c3oc2=O)cc1,-4,-2.7,1,-0.1
COc1ccc(Br)cc1/C=N/NC(=O)c1ccccn1,-61,-0.9,-13,-0.2
O=C(NNc1nc(-c2ccccc2)c2cc(Br)ccc2n1)c1ccc(S(=O)(=O)N2CCCCC2)cc1,-2,0.2,-1,0.0
CN1C(=O)C(=Nc2cccc(Br)c2)c2ccccc21,9,0.8,-5,0.0
CC(=O)N1CCN(c2ccc(NC(=O)c3ccccc3Br)cc2Cl)CC1,-6,1.5,10,-0.1
CC(CN1CCCCC1)OC(=O)c1cc2ccccc2o1 (stereo not given),-5,1.4,-2,-0.1
O=[N+]([O-])C(C(Cl)=C(Cl)Cl)=C(N1CCOCC1)N1CCOCC1,0,0.4,7,0.4
O=[N+]([O-])c1ccc(N/N=C2/CCSC2)c(S(=O)(=O)Nc2ccc(Cl)cc2)c1,12,-1.6,14,0.1
CC(=O)CC(C)=Nc1ccc([N+](=O)[O-])cc1,3,1.2,-16,0.0
CCN1CCN(CC(=O)Nc2ccccc2F)C(=O)C1=O,-1,0.9,14,0.0
CN1CC(=O)N2CCN(Cc3nc(-c4ccccc4)cs3)C[C@@H]2C1=O,-6,0.6,-12,-0.2
Nc1cc2[nH]c(=O)[nH]c2cc1S(=O)(=O)O,-9,-0.9,5,-0.1
CCOC(=O)N1CCN(S(=O)(=O)N2CCCC(C(=O)NCCOC)C2)CC1 (stereo not given),3,1.8,-6,0.1
CC(=O)Nc1cccc(-c2nc3ccccc3s2)c1C,-14,0.2,-7,-0.2
COc1ccc(OC)c(NC(=O)CCCCCN2C(=O)c3ccccc3C2=O)c1,4,1.4,5,0.0
CCN1C(=O)C(O)(C(C)C(=O)c2ccccc2)c2ccccc21 (stereo not given),-1,-0.9,-1,1.1
O=S(=O)(NCC1CCN(Cc2ccccc2)CC1)c1ccccc1C(F)(F)F,5,-1.8,6,0.7
Cc1ccc([N+](=O)[O-])cc1N1C(=O)C2C3C=CC(C3)C2C1=O (stereo not given),3,-1.8,8,-0.1
COc1cc(C(C)=O)ccc1Oc1ncnc2c1cnn2-c1ccc(F)cc1,-5,0.2,-8,-0.1
COC(=O)c1ccc(CN2CCCC(c3ccn[nH]3)C2)cc1 (stereo not given),5,0.0,5,-0.1
O=[N+]([O-])c1cc(C(F)(F)F)cc([N+](=O)[O-])c1Nc1cccc(O)c1,-6,-0.1,9,-0.8
CC1(C)C2CCC(C2)C1(C)NC(=O)CN1CCN(Cc2ccccc2)CC1 (stereo not given),6,1.0,7,0.1
CCS(=O)(=O)N1CCc2ccc(NS(=O)(=O)Cc3ccccc3F)cc2C1,17,0.3,75*,0.6
C=COC(=O)c1sc2nc(-c3ccccc3)cc(C(F)(F)F)c2c1N,8,-1.7,9,0.4

# 2 entries from above, as labelled records.
COc1ccc(Br)cc1/C=N/NC(=O)c1ccccn1
  TEAD-YAP inh: -61	GPR151 activ: -0.9	MITF primary: -13	FBW7 act: -0.2

O=C(NNc1nc(-c2ccccc2)c2cc(Br)ccc2n1)c1ccc(S(=O)(=O)N2CCCCC2)cc1
  TEAD-YAP inh: -2	GPR151 activ: 0.2	MITF primary: -1	FBW7 act: 0.0

# Individual results from the entries so far:
# TEAD-YAP inh, C=COC(=O)c1sc2nc(-c3ccccc3)cc(C(F)(F)F)c2c1N is entered as 8
# TEAD-YAP inh, COc1cc(C(C)=O)ccc1Oc1ncnc2c1cnn2-c1ccc(F)cc1 is entered as -5
# MITF primary, CCN1CCN(CC(=O)Nc2ccccc2F)C(=O)C1=O is entered as 14

# (further entries)
SMILES,TEAD-YAP inh,GPR151 activ,MITF primary,FBW7 act
CN(C)c1cccc(Nc2nc(NCCN3CCOCC3)c3[nH]cnc3n2)c1,3,0.1,10,-0.2
Cc1ccc(COc2ccc(C=C3C(=O)N(C)C(=O)N(C)C3=O)cc2)cc1,-39,-1.8,4,0.0
COc1cccc(NC2=C(Cl)C(=O)N(Cc3ccccc3)C2=O)c1,3,0.3,10,0.1
CCN(CC)c1cc(Nc2cc(C)ccc2C)c([N+](=O)[O-])c2nonc12,8,2.5,6,0.1
CC1(C)CC(C(=O)N2CCc3nnc(CNC(=O)c4ccccc4)n3CC2)CCO1 (stereo not given),9,1.6,14,0.2
O=C(N/C(=C\c1ccc(F)cc1)C(=O)N1CCOCC1)c1ccco1,-4,0.1,3,-0.1
CCCCNS(=O)(=O)c1ccc2c(c1)n(C)c(=O)c(=O)n2C,-15,0.2,4,-0.1
COc1ccc(CC(=O)Nc2ccccc2[N+](=O)[O-])cc1,1,-0.7,9,-0.1
O=C(CCN1C(=O)C2CC=CCC2C1=O)NCc1cccs1 (stereo not given),-7,-0.4,18,0.1
COC(=O)c1cc(C(=O)N2CCN(c3ccccc3)CC2)cc([N+](=O)[O-])c1,31,-0.5,-13,0.0
O=C(Cc1ccc2c(c1)OCO2)Nc1cc(Nc2ccccc2-c2ncn[nH]2)c(Cl)cn1,64*,-0.1,13,1.0
CCOc1cc(C(=O)Nc2c(C)cccc2C)cc(OCC)c1OCC,3,0.4,-15,-0.3
CCCCOC(=O)C1=C(C)NC2=C(C(=O)CCC2)C1c1ccc(OC(C)=O)cc1 (stereo not given),1,-1.8,-7,0.0
O=C(N1CCCCC1)C1(c2ccccc2)CCCC1,-6,4.0,0,-0.1
O=C1CCCN1CCCNc1ncnc2c1c(-c1ccccc1)cn2-c1ccc(Br)cc1,-5,-1.6,8,0.0
CCOC(=O)C1(Cc2ccccc2Cl)CCN(C(=O)CCSC)CC1,-32,-0.3,4,-0.1
CC(=O)Nc1cccc(N=Cc2cc([N+](=O)[O-])cc(Cl)c2O)c1,-4,-0.4,24,0.0
Cc1cccc(C2(c3cccc(C)c3)CC2C(=O)Nc2ccc(F)cc2)c1 (stereo not given),7,2.4,10,-0.2
CCCCc1ccc(C2=N/C(=C\c3ccc(Br)cc3)C(=O)O2)cc1,-4,0.2,2,0.0
Cc1ccc(-n2cccn2)c(CN2CCN(Cc3cccs3)C(CCO)C2)c1 (stereo not given),1,-0.1,11,0.0
CN1CCN(c2c([N+](=O)[O-])cc(C(=O)O)cc2[N+](=O)[O-])CC1,0,0.4,6,0.0
CSc1cccc([C@H]2[C@H](C(=O)C34CC5CC(CC(C5)C3)C4)N3C=Cc4ccccc4[C@H]3C2(C#N)C#N)c1,6,1.2,20,0.1
COc1cc(NC(=O)c2cccc(C)c2OC)c(OC)cc1Cl,11,0.6,0,0.0
COc1cccc(OC)c1C(=O)Nc1nc(-c2ccc(C)cc2)c(C)s1,-1,-0.8,5,0.0
O=c1oc(-c2ccccn2)nc2ccccc12,-6,-5.8,-3,-0.4
SMILES,TEAD-YAP inh,GPR151 activ,MITF primary,FBW7 act
COCc1cc(C)c2c(N)c(C(=O)c3ccccc3)sc2n1,4,-0.5,21,0.8
CCc1c(C)nc(NC2CCN(CC(=O)Nc3ccc(C(C)C)cc3)CC2)[nH]c1=O,7,-0.2,-6,0.1
COc1cccc(-c2cn(CC(=O)Nc3ccccc3C)nc2N2CCOCC2)c1,2,1.6,1,-0.3
O=C(CCC1CCCCC1)NCc1ccc2c(c1)OCO2,-12,0.6,8,0.0
CC(C)(C)n1nc2c(c1NC(=O)C1CC1)CSC2,-2,1.4,4,0.1
CC1CCCCC1NC(=O)CN1CCC(n2nnc3cc(C(F)(F)F)ccc32)CC1 (stereo not given),0,0.4,3,-0.1
Cc1ccc(CN2CCNC(=O)C2CC(=O)NCc2cnn(C)c2)cc1 (stereo not given),1,-0.3,-4,0.0
CCCOc1ccccc1C1C(C(=O)OC)=C(C)NC2=C1C(=O)CC(c1ccccc1)C2 (stereo not given),-3,-1.0,5,0.0
CCCCN1C(=O)C2C(C(=O)Nc3ccc(C)cc3)C3C=CC2(O3)C1C(=O)NC1CCCCC1 (stereo not given),1,1.1,23,0.2
Cc1ccc(C(=O)N2CCN(c3ccccc3)CC2)cc1N,-6,0.6,13,0.0
CC(NC(=O)C1(c2ccc(Cl)cc2)CCC1)c1nc(-c2cccnc2)n[nH]1 (stereo not given),-6,-0.7,-16,-0.1
O=C(CCC1CCN(C(=O)C2=CCCC2)CC1)NCC1CCCO1 (stereo not given),2,3.7,10,0.1
Cc1c(CC(=O)O)c2c(n1-c1cc(C(F)(F)F)ccc1Cl)CC(C)(C)CC2=O,-4,1.5,9,0.2
CCCOC(=O)c1ccc(NC(=O)c2ccc(C)c([N+](=O)[O-])c2)cc1,-13,-1.1,-2,-0.9
O=C(Cc1ccc(F)cc1)N1CCN(c2ccc(-c3ccco3)nn2)CC1,-2,1.6,3,0.1
COc1ccccc1-c1coc2cc(OCC(=O)OCc3ccccc3)ccc2c1=O,-7,-1.2,26,0.2
CCCn1c(=NC(=O)c2cccc(C)c2)c(C(=O)OCC)cc2c(=O)n3ccccc3nc21,11,-0.8,9,0.0
COCCNS(=O)(=O)Cc1ccc(Cl)cc1,-7,1.1,-7,-0.2
CCCCOc1ccc(NC(=O)CC2SC(N)=NC2=O)cc1 (stereo not given),-2,-1.8,3,0.0
Cc1cccc(C)c1OC(=O)c1nc2nccc(C)n2n1,-5,-1.1,-7,-0.2
CC(C)(C)N(N)C(=S)NCc1ccc(F)cc1,7,2.6,-2,0.1
O=C(Nc1ccc(Cl)cc1)c1cc2ccccc2oc1=O,-5,1.3,6,-0.1
COc1ccc(Cl)cc1N1C(=NC(=O)C(C)C)SC2CS(=O)(=O)CC21 (stereo not given),2,0.3,5,-0.1
CCOC(=O)N1CCN(S(=O)(=O)c2ccc(C(=O)Nc3nc4c(OC)cc([N+](=O)[O-])cc4s3)cc2)CC1,6,0.4,10,0.2
COCCC(=O)NC(C)c1nnc2n1CCN(Cc1cccc(Cl)c1)CC2 (stereo not given),7,-0.6,11,0.1
SMILES,TEAD-YAP inh,GPR151 activ,MITF primary,FBW7 act
Cc1nn(C)c(C)c1S(=O)(=O)NCc1ccccc1Br,3,0.4,-7,0.0
O=C(C1CCCC1)N1CCN=C1SCc1cccnc1,-6,0.4,8,0.1
COC(=O)C1=C(C)NC2=C(C(=O)CC(c3ccc(OC)cc3)C2)C1c1ccc(Cl)c(Cl)c1 (stereo not given),9,0.1,-7,0.3
Nc1cc(N=Cc2c(O)[nH]c(=S)[nH]c2=O)ccc1O,5,2.4,92*,-1.0
CC1(C)Cc2c(sc3nc(Cc4ccccc4)n(N)c(=O)c23)CO1,-4,0.6,-9,0.0
CC(=O)N1CCN(Cc2ccc(F)cc2F)CC1,2,3.0,2,-0.1
CCN(CCCCN)c1ccc2c(=O)[nH][nH]c(=O)c2c1,1,0.3,-8,0.0
CSc1cccc(NC(=O)NCc2noc3ccccc23)c1,-4,2.9,3,0.1
CCCNc1nc(Nc2nccc3ccccc23)ncc1C,39*,5.1*,0,0.2
CC[C@H](C)[C@@H]1NC(=O)[C@@H]2C[C@H](NCc3ccsc3)CN2C1=O,-5,-1.6,-8,-0.1
CN1CCN(c2nc3c(c(=O)[nH]c(=O)n3C)n2Cc2ccc(Cl)cc2)CC1,-1,0.2,-4,-0.1
O=C1CC(c2cccs2)CC2=C1C(c1cccc(C(F)(F)F)c1)Nc1ccccc1N2 (stereo not given),16,2.1,13,-0.1
Cc1cc2nc(-c3cc(NC(=O)c4ccccc4[N+](=O)[O-])ccc3Cl)oc2cc1C,-6,-0.8,-4,0.3
CCNc1nc(C)cc(NCCN2CCOCC2)n1,-9,1.3,0,0.1
CC1CN(CC(=O)NC(c2ccccc2)c2ccccc2)CC(C)O1 (stereo not given),2,-0.1,-6,0.1
O=C(NCc1ccccc1)C(=O)NCC1OCCN1S(=O)(=O)c1ccccc1 (stereo not given),0,1.8,-8,0.1
CNC(=O)c1cc2c(n(-c3ccc(Cl)cc3)c1=O)CC(C)(C)CC2=O,-2,2.4,-7,0.0
COc1ccc(/C=C/C(=O)Nc2ccccc2)cc1,30,-11,-8,0.1

# Structural class, those above containing fluorine
SMILES,TEAD-YAP inh,GPR151 activ,MITF primary,FBW7 act
CCN1CCN(CC(=O)Nc2ccccc2F)C(=O)C1=O,-1,0.9,14,0.0
O=S(=O)(NCC1CCN(Cc2ccccc2)CC1)c1ccccc1C(F)(F)F,5,-1.8,6,0.7
COc1cc(C(C)=O)ccc1Oc1ncnc2c1cnn2-c1ccc(F)cc1,-5,0.2,-8,-0.1
O=[N+]([O-])c1cc(C(F)(F)F)cc([N+](=O)[O-])c1Nc1cccc(O)c1,-6,-0.1,9,-0.8
CCS(=O)(=O)N1CCc2ccc(NS(=O)(=O)Cc3ccccc3F)cc2C1,17,0.3,75*,0.6
C=COC(=O)c1sc2nc(-c3ccccc3)cc(C(F)(F)F)c2c1N,8,-1.7,9,0.4
O=C(N/C(=C\c1ccc(F)cc1)C(=O)N1CCOCC1)c1ccco1,-4,0.1,3,-0.1
Cc1cccc(C2(c3cccc(C)c3)CC2C(=O)Nc2ccc(F)cc2)c1 (stereo not given),7,2.4,10,-0.2
CC1CCCCC1NC(=O)CN1CCC(n2nnc3cc(C(F)(F)F)ccc32)CC1 (stereo not given),0,0.4,3,-0.1
Cc1c(CC(=O)O)c2c(n1-c1cc(C(F)(F)F)ccc1Cl)CC(C)(C)CC2=O,-4,1.5,9,0.2
O=C(Cc1ccc(F)cc1)N1CCN(c2ccc(-c3ccco3)nn2)CC1,-2,1.6,3,0.1
CC(C)(C)N(N)C(=S)NCc1ccc(F)cc1,7,2.6,-2,0.1
CC(=O)N1CCN(Cc2ccc(F)cc2F)CC1,2,3.0,2,-0.1
O=C1CC(c2cccs2)CC2=C1C(c1cccc(C(F)(F)F)c1)Nc1ccccc1N2 (stereo not given),16,2.1,13,-0.1

# Compounds were not picked by outcome (roughly 3.4% active in at least one column).
